# Screening data (PubChem BioAssay)
# DYRK1A inh = rat Dyrk1A kinase inhibitors, primary screen, biochemical, single point, plate reader; Dual specificity tyrosine-phosphorylation-regulated kinase 1A (Rattus norvegicus), Q63470; ADP-Glo luminescence, NFATc1 peptide; inhibition, % at 12.5 µM; actives 0.43% (n = 310,000); in the data active = inhibition above about 50%;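 also: plate controls were vehicle with enzyme for no effect and no enzyme for full effect; many of its hits are not listed in these tables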
# Platelet DG rel = inhibitors of platelet dense granule secretion, primary screen, cell-based, MLPCN, human platelets; human platelet-rich plasma, SFLLRN dense granule ATP release, luminescence; inhibition, %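 (compounds screened at 7.5 µM in platelet-rich plasma)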; actives 0.22% (n = 300,000);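 active = mean replicate score, as percent of positive control, at or above 50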
# hERG protect = hERG rescue from dofetilide block, primary screen, cell-based, CHO-hERG, FluxOR thallium flux, dofetilide IC70. activation (rescue from dofetilide block), less the hit threshold, % at 10 µM. dofetilide IC70 present. actives 0.51% (n = 310,000). AID 1511, 2009. Voltage-gated inwardly rectifying potassium channel KCNH2 (Homo sapiens), Q12809;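 active = activation above the mean of controls blocked by dofetilide plus 5 SD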;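 also: thallium influx through hERG after potassium depolarization seen as dye fluorescence rise; in these data hits start at about 4.7%; inactives centre near -7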
# TRPC4 inh = inhibitors of mouse TRPC4 channel, primary screen, Fluo4 calcium, HEK293 TRPC4beta/mu-opioid cells | Short transient receptor potential channel 4 (Mus musculus), Q9QUQ5 | B-score at 10 µM | actives 0.39% (n = 300,000) | DAMGO-evoked Fluo4 calcium flux; active compounds read low;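 active = B-score over 3 SD under the library average, no early fluorescence shift, positive overall ratio signal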
# Target sequence (Q9QUQ5 whole entry, looked up): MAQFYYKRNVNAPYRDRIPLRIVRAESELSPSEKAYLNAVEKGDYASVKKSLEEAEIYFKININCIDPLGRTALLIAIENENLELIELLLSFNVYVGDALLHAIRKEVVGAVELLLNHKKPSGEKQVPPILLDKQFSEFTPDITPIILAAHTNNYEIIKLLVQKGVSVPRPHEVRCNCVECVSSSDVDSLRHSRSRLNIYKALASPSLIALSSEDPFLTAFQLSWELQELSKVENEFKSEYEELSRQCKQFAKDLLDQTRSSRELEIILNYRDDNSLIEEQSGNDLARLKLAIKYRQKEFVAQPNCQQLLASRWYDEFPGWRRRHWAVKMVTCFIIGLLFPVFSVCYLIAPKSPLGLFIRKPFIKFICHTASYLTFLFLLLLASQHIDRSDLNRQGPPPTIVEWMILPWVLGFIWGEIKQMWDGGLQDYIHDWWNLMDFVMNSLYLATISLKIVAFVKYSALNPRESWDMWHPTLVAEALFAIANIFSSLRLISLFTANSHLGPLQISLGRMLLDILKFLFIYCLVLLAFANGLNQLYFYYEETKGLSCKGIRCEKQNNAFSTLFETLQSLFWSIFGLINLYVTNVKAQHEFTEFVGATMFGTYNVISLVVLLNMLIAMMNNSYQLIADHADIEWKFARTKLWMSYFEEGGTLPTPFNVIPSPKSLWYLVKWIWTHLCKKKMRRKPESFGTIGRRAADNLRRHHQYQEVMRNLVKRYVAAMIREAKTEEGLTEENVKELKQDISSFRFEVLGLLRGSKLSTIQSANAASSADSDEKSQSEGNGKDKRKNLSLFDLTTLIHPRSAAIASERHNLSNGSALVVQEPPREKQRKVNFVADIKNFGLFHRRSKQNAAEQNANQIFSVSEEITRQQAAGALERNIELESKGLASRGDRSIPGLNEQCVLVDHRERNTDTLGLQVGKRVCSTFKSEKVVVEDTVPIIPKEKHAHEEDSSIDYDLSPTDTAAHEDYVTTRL
#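 Material: HEK293 cells with stable TRPC4beta plus mu-opioid receptor expression; probe or stimulus: DAMGO in two steps, submaximal then maximal; technique: Fluo4 calcium fluorescence by kinetic imaging, 5 s 1 Hz baseline; measure: integrated fluorescence ratio relative to baseline, converted to per-well B score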
# KCNQ1 act = potentiators or activators of KCNQ1 channel, primary screen, cell-based, thallium flux, high-throughput; actives 0.35% (n = 310,000); B-score at 10 µM; AID 2648, 2010; Potassium voltage-gated channel subfamily KQT member 1 (Homo sapiens), P51787; CHO-K1 KCNQ1, thallium flux FluxOR fluorescence; active compounds read high;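 active = fluorescence ratio B-score, a plate-corrected score, at least three library SD, with initial intensity B-score within 5 SD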
#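 System: CHO-K1 cells stably expressing KCNQ1 / Medium: assay buffer for compound exposure, DMSO matched across wells / Reagent: thallium- and potassium-containing depolarizing buffer / Compound: one concentration, matched DMSO / Incubation: 20 min compound pretreatment at room temperature / Measured by: kinetic FluxOR fluorescence, 10 s baseline plus 110 s post-stimulus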
# PolyA inh = polyadenylation inhibitors in yeast reporter cells, primary screen, luminescence, S. cerevisiae. S. cerevisiae SKY197-pL101 polyadenylation reporter, beta-gal luminescence; efflux-impaired pdr1/pdr3 knockout yeast; score 100 = 6 SD above DMSO. calls only at 12 µM. actives 0.02% (n = 300,000). AID 1875, 2009;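 active = lowest replicate activity score at least 50, where 100 means six control SD above control mean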;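 also: yeast exposed to compound for 9 h at 30 °C; higher score means more reporter readthrough which indicates perturbed polyadenylation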
# KCNQ1 inh = inhibitors of human KCNQ1 channel, primary screen, cell-based, thallium flux, high-throughput | Potassium voltage-gated channel subfamily KQT member 1 (Homo sapiens), P51787 | CHO-K1 KCNQ1, FluxOR thallium flux fluorescence; active compounds read high | B-score at 10 µM | actives 1.3% (n = 310,000);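 active = compounds whose thallium flux B-score, printed positive for inhibition, exceeds three library SD while starting fluorescence stays within three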;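 also: channel opened by potassium depolarization with thallium stimulus after 20 min compound exposure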
# TRPC4 potent = positive allosteric modulators of TRPC4, primary screen, cell-based, mouse TRPC4beta, HEK293 mu-opioid, Fluo-4 calcium; Short transient receptor potential channel 4 (Mus musculus), Q9QUQ5; DAMGO EC20, Fluo-4 Ca2+ flux; active compounds read high; B-score at 10 µM; actives 0.42% (n = 310,000);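 active = B-score of calcium response area above 5 SD of library B-scores, with initial fluorescence ratio within 5 SD of library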;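 also: B-score of integrated fluorescence ratio over time as area under calcium response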
# KCNK9 block = KCNK9 potassium channel inhibitors, primary screen, HEK293 cells, thallium flux; Potassium channel subfamily K member 9 (Homo sapiens), Q9NPC2; FluxOR thallium flux fluorescence; active compounds read low; B-score at 10 µM; actives 1.2% (n = 310,000); AID 488922, 2010;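 active = ratio B-score over 3 SD below the library mean, with starting fluorescence within 5 SD of its mean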;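 also: negative B-score means less thallium flux so channel inhibition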
# TRPC4 act = activators of mouse TRPC4 channel, primary screen, Fluo4 calcium, HEK293 TRPC4beta/mu-opioid cells | actives 0.49% (n = 310,000) | B-score at 10 µM | Fluo4 calcium fluorescence; active compounds read high | Short transient receptor potential channel 4 (Mus musculus), Q9QUQ5 | AID 2237, 2010;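 active = B-score above 5 SD of library B-scores, and initial fluorescence ratio not above library mean plus 5 SD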;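 also: positive B-score marks a calcium rise read as TRPC4 activation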
#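 Material: HEK293 stable line with TRPC4beta plus mu-opioid receptor; technique: Fluo4 calcium-sensitive dye fluorescence, kinetic, 1 Hz baseline; timing: Fluo4 dye loading 45 min at room temperature, 110 s recording; controls: assay buffer as low control, maximal DAMGO as high control; read-out: integrated baseline-normalised fluorescence ratio, converted to per-well B score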
# KCNK3 inh = human KCNK3 channel inhibitors, primary screen, CHO cells, FluxOR thallium flux, B-score; Potassium channel subfamily K member 3 (Homo sapiens), O14649; B-score at 10 µM; actives 0.84% (n = 340,000); AID 602410, 2012; FluxOR fluorescence; active compounds read low;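 active = B-score under library mean minus 4 SD, starting fluorescence ratio at most library mean plus 5 SD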;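 also: more negative B-score means stronger inhibition of thallium flux through KCNK3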
# * marks the source's active call; other numbers are inactive results; i = inactive; x = no result given.
SMILES,DYRK1A inh,Platelet DG rel,hERG protect,TRPC4 inh,KCNQ1 act,PolyA inh,KCNQ1 inh,TRPC4 potent,KCNK9 block,TRPC4 act,KCNK3 inh
Cc1[nH]c(=O)[nH]c(=O)c1S(=O)(=O)N1CCCC(C(=O)NCc2ccccc2Cl)C1 (centres undefined),11.2,-0.2,-14.5,i,i,i,i,i,i,i,i
COc1ccc(CNC(=O)c2c(O)c3cccc4c3n(c2=O)CCC4)cc1,-8.0,-6.6,-7.9,i,i,i,i,i,i,i,i
Cc1c(NC(=O)C(C)N2C(=O)C3C4C=CC(C4)C3C2=O)c(=O)n(-c2ccccc2)n1C (centres undefined),-1.4,-9.6,-0.9,i,i,i,i,i,i,i,i
CN(C(=O)COC(=O)c1ccccc1SCC(=O)N1CCCC1)C1CCS(=O)(=O)C1 (centres undefined),x,14.2,-11.2,i,i,i,i,i,i,i,i
COc1ccc(C(=O)Nc2ccccc2C(N)=O)cc1,12.6,4.7,-6.9,i,i,x,i,i,i,i,i
COC(OC)C(C)NC(=O)NC(=O)c1ccccc1Cl (centres undefined),-4.5,-11.0,-7.2,i,i,i,i,i,i,i,i
COc1cccc(/C=C2\N=C(c3c(-c4ccccc4)noc3C)OC2=O)c1OC,-1.0,2.6,-3.1,i,i,i,i,i,i,i,i
O=C1Nc2ccccc2Nc2ncccc21,2.2,61.5*,-6.7,i,i,i,i,i,i,i,i
CN(C=C1C(=O)CC(C)(C)CC1=O)CCN1CCNCC1,2.9,2.7,-4.6,i,i,i,i,i,i,i,i
NS(=O)(=O)c1ccc(CNC(=O)c2ccc(Cl)c([N+](=O)[O-])c2)cc1,-5.6,-4.1,-8.8,i,i,i,i,i,i,i,i
O=C(O)c1ccc(Cl)c(S(=O)(=O)Nc2ccc(OCc3ccccc3)cc2)c1,-2.6,-8.6,-6.1,i,i,i,i,i,i,i,i
CC(C)CN(CC(C)C)C(=O)c1cc(S(=O)(=O)N2CCCCC2)c[nH]1,x,-2.9,-10.3,i,i,i,i,i,i,i,i
Cc1c([N+](=O)[O-])c(C/C=N/O)nn1C,-1.1,-1.3,-1.4,i,i,i,i,i,i,i,i
CN(CC(=O)Nc1ccc(F)cc1)C(=O)CSc1nccn1C,-4.8,-5.2,-7.9,i,i,i,i,i,i,i,i
COc1ccc(Oc2cccc(Cl)c2CNC(=O)c2ccccc2C(=O)O)cc1,x,-5.4,-11.3,i,i,i,i,i,i,i,i
COC(=O)CC1C(=O)NCCN1C(=S)Nc1cc(C)cc(C)c1 (centres undefined),-3.8,31.3,-7.7,i,i,i,i,i,i,i,i
CCN=c1scc(-c2ccco2)n1/N=C/c1ccc(O)cc1,7.2,5.5,-11.3,i,i,i,i,i,i,i,i
Cn1c(N)c(C(=O)COc2ccc(Cl)cc2Cl)c(=O)n(C)c1=O,1.8,-1.6,-11.6,i,i,x,i,i,i,i,i
COc1cccc(/C=N/NC(=O)c2ccoc2C)c1,-3.6,22.0,1.0,i,i,i,i,i,i,i,i
COc1ccc(-n2nc(C(N)=O)c(O)cc2=O)cc1,-1.9,-12.0,0.9,i,i,i,i,i,i,i,i
Cc1cccc(OC2(c3ccccc3)OC(=O)c3ccccc32)c1C (centres undefined),5.1,3.0,-11.4,i,i,i,i,i,-13.4*,i,i
Cc1ccc(N(Cc2cc3cccc(C)c3[nH]c2=O)S(=O)(=O)c2ccccc2)c(C)c1,0.5,-7.7,-12.6,i,i,i,i,i,i,i,i
COc1ccc(N(C(=O)c2cccnc2)S(=O)(=O)c2cc(OC)ccc2OC)cc1,x,12.2,-5.6,i,i,i,i,i,i,i,i
O=C1c2c([N+](=O)[O-])cc([N+](=O)[O-])cc2S(=O)N1Cc1ccccc1 (centres undefined),3.7,-2.8,-13.5,i,i,i,i,i,i,i,i
CCCCn1nnc(NC(=O)c2ccc(-c3ccccc3)cc2)n1,6.8,0.4,-2.6,i,i,i,i,i,i,i,i
CCCc1cc(=O)[nH]c(SCc2nc3ccccc3s2)n1,-7.6,5.5,-7.0,i,i,i,i,i,i,i,i
COC(=O)c1ccc(Cn2nnc3c(=O)[nH]c(C4CCCN(S(=O)(=O)c5ccc(C)cc5)C4)nc32)cc1 (centres undefined),2.4,12.7,-9.9,i,i,i,i,i,i,i,i
O=C(NC1CCCCCC1)c1ccc(=O)n(Cc2ccccc2)n1,-2.9,0.0,-15.5,i,i,i,i,i,i,i,i
COCCn1c(=S)[nH]c2ncccc2c1=O,-0.3,-4.2,-8.3,i,i,i,i,i,i,i,i
COc1ccccc1CNC(=O)C1CCCCN1S(=O)(=O)c1ccccc1 (centres undefined),4.0,6.8,-11.1,i,i,i,i,i,i,i,i
CCCCc1nnc(NC(=O)CSc2nc(O)c(-c3ccccc3)c(=O)[nH]2)s1,-2.5,-0.9,-4.8,i,i,i,i,i,i,i,i
CCOc1ccccc1NC(=O)C1C2CCC3C(CCC21)C3(Cl)Cl (centres undefined),0.6,3.1,-7.3,i,i,i,i,i,i,i,i
CN(C)CCCOC(=O)c1cc2ccccc2o1,1.9,9.8,-8.1,i,i,i,i,i,i,i,i
CCOCCCN(C(=O)c1snc(C(N)=O)c1N)C(C(=O)NC1CCCC1)c1ccc(F)cc1 (centres undefined),1.3,4.4,-6.5,i,i,i,i,i,i,i,i
CCOC(=O)c1sc(=S)n(-c2ccccc2)c1C,x,-3.8,-13.1,i,i,i,i,i,i,i,i
CCOC(=O)C1CCN(C(=O)c2ccccc2Oc2ccccc2)CC1,9.9,-2.4,0.1,i,i,i,i,i,i,i,i
CN1C(=O)C(C(=O)NC(C)(C)C)C2c3ccccc3OC13CCCCC23 (centres undefined),8.2,1.8,-4.2,i,i,i,i,i,i,i,i
Cc1oc2cc(OCc3cnn(-c4ccccc4)c3)ccc2c(=O)c1Oc1ccccc1F,-3.2,4.3,-6.3,i,i,i,i,i,i,i,i
Cc1cc(CN(C)C(=O)CCc2nnc(Cc3cccc(C(F)(F)F)c3)o2)on1,1.6,0.8,-9.3,i,i,i,i,i,i,i,i
COc1ccc(CN2C(=NC(=O)CCc3ccccc3)SC3CS(=O)(=O)CC32)cc1 (centres undefined),6.5,0.3,-14.4,i,i,i,i,i,i,i,i

# Shown with two lines to a compound: entries from further up.
# Every second line gives: DYRK1A inh | Platelet DG rel | hERG protect | TRPC4 inh | KCNQ1 act | PolyA inh | KCNQ1 inh | TRPC4 potent | KCNK9 block | TRPC4 act | KCNK3 inh
- Cc1cccc(OC2(c3ccccc3)OC(=O)c3ccccc32)c1C (centres undefined)
  5.1 | 3.0 | -11.4 | i | i | i | i | i | -13.4* | i | i
- Cc1ccc(N(Cc2cc3cccc(C)c3[nH]c2=O)S(=O)(=O)c2ccccc2)c(C)c1
  0.5 | -7.7 | -12.6 | i | i | i | i | i | i | i | i

# Next part:
SMILES,DYRK1A inh,Platelet DG rel,hERG protect,TRPC4 inh,KCNQ1 act,PolyA inh,KCNQ1 inh,TRPC4 potent,KCNK9 block,TRPC4 act,KCNK3 inh
Cc1ccc(S(=O)(=O)N2CCN(CC(=O)N/N=C\c3ccncc3)CC2)cc1,-9.5,3.4,-16.9,i,i,i,i,i,i,i,i
Cc1oc(-c2ccccc2F)nc1CN1CCC(C(=O)NCc2ccco2)CC1,-11.7,6.0,-6.3,i,i,i,i,i,i,i,i
S=c1[nH]nc(-c2ccncc2)n1/N=C/c1ccccc1,0.0,6.5,-6.2,i,i,i,i,i,i,i,i
Cc1ccc(NC(=O)c2ccc3nccnc3c2)c(C)c1,5.8,1.2,-2.8,i,i,i,i,i,i,i,i
Cc1cccc(C)c1NC(=S)N(Cc1cccs1)C1CCCC1,x,0.5,-0.5,i,i,i,i,i,i,i,i
Cc1cnc(C(=O)OCC(=O)c2ccc(Cl)cc2)cn1,6.3,10.7,-5.3,i,i,i,i,i,i,i,i
COc1ccc(NC(=O)N2c3ccccc3CC2C)cc1OC (centres undefined),-4.9,-2.1,-6.0,i,i,i,i,i,i,i,i
O=C(OCc1cnc(Cl)s1)c1ccc(Cl)cc1,-2.6,-23.1,-9.1,i,i,i,i,i,i,i,i
CSc1cccc(NC(=O)NCc2cccc(CNC(=O)Nc3cccc(SC)c3)c2)c1,-3.7,10.0,-12.1,i,i,i,i,i,i,i,i
COc1cc(OC)c(S(=O)(=O)N2CCCCC2)cc1S(=O)(=O)N1CCCCC1,11.7,0.7,-3.5,x,i,i,i,i,i,i,i
Cc1nnc(NC(=O)Nc2ccc(Cl)c(Cl)c2)s1,5.9,-4.3,1.4,i,i,i,i,i,i,i,i
COc1cc(SC)ccc1C(=O)NNC(=O)c1cc(C)oc1C,-5.2,57.7*,-12.7,i,i,x,i,i,i,i,i
Nc1nc(SCC(=O)N2CCOCC2)[nH]c(=O)c1-c1ccccc1,1.5,5.4,-3.2,i,i,i,i,i,i,i,i
S=C(NCC1COc2ccccc2O1)Nc1ccc(Br)cc1 (centres undefined),0.9,-13.2,-12.2,i,i,i,i,i,i,i,i
CN(CCc1nc2ccc(Cl)cc2[nH]1)Cc1nc(CC2CC2)no1,3.9,-2.2,-18.4,i,i,i,i,i,i,105*,i
CCOCCCNC(=O)C(NC(=O)Cc1c[nH]c2ccccc12)c1ccccc1 (centres undefined),x,-69.6,-12.1,i,i,i,i,i,i,i,i
CCN(C(=O)CSc1ncccc1C(=O)O)C1CCCCC1,0.6,3.4,-11.2,i,i,i,i,i,i,i,i
Cc1cc(/C=c2\sc3nc4ccccc4n3c2=O)c(C)n1-c1ccc(C(=O)O)cc1,38.6,-4.8,-31.3,i,i,i,i,i,i,i,i

# Not all compounds are listed (hit frequency here may not be typical).
